Screens (PubChem BioAssay)
S100A4 inh HTS – inhibitors of S100A4-myosin IIA peptide binding, primary screen, biochemical, fluorescence polarization, TAMRA-MyoIIA peptide; inhibition, % at 10.7 µM; actives 0.14% (n = 360,000); Protein S100-A4 (Homo sapiens), P26447; AID 652163, 2013;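 active = mean inhibition of at least 70% across replicates, with every replicate also reaching that level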
Target sequence (P26447 whole entry, looked up): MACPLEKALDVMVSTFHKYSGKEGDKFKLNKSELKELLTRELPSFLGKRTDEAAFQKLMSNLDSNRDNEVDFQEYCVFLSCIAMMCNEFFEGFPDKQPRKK
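Material: S100A4 monomer (human). Medium: Calcium-containing HEPES buffer, pH 7.2. Probe or stimulus: labelled myosin peptide probe, 5 nM. Compound dosing: one concentration per compound. Timing: polarization read 5 min after assay mix addition, stable 5–60 min. Benchmarks: DMSO as neutral control, TFP as positive control.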
FN deposit inh – inhibitors of fibronectin matrix deposition, primary screen, AH1F cells, Alexa488-fibronectin fluorescence, plate reader; AH1F fibroblasts, overnight; inhibition, % at 12.6 µM; actives 0.086% (n = 350,000); AID 743247, 2014;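 active = mean inhibition across replicates of 30% or more, regardless of how many single replicates reach that level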;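 note: positive control wells lacked labelled fibronectin entirely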
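test system = AH1F fibroblasts assembling fluorescent fibronectin matrix | quantity = 10000 AH1F cells per well | buffer or medium = DMEM plus 2% serum, read in PBS | doses = single dose, pinned | incubation = 1 h cell attachment, overnight exposure to compound and label | detection = fluorescence at 485 nm excitation, 525 nm emission | read-out basis = inhibition from reduced deposited-fibronectin fluorescence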
esBAF inh – Bmi1 luciferase reporter increase in mESCs, primary screen, esBAF inhibitor project, mouse ES cells, Bmi1 luciferase knock-in, single point | actives 2% (n = 350,000) | reporter increase, % at 12.5 µM | 24 h; 100% = twice the neutral-well signal; in the data active = activation above about 40%;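 note: 0% = median of the plate's neutral control wells and 100% = double that signal; a rise in the Bmi1 reporter signal indicates esBAF inhibition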
Casp6 inh – human caspase-6 inhibitors, primary screen, biochemical, VEID-R110 fluorescence, single point, set 2; AID 686996, 2013; actives 0.53% (n = 350,000); inhibition, % at 12.5 µM; P55212; purified caspase-6, Z-VEID-R110 cleavage fluorescence;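 active = mean inhibition across replicates at least about 35%, with every replicate also reaching that limit, limit read from the data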;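 note: 0% = median of neutral control wells and 100% = no fluorescence left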
Target sequence (P55212 24-179 limits assumed): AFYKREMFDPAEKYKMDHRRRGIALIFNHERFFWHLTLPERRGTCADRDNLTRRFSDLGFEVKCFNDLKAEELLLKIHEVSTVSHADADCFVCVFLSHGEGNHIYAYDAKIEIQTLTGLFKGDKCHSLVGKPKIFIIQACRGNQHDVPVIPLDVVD
Target sequence (P55212 194-293 limits assumed): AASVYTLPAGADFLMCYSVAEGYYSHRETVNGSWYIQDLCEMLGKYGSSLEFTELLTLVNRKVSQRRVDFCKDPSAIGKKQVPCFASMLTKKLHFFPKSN
LGR2 antag – inhibitors of bursicon-induced LGR2 CRE-luciferase signal, primary screen, cell-based, HEK293, CRE-luciferase reporter, bursicon stimulation; bursicon-stimulated, 4 h; inhibition, % at 9.99 µM; actives 0.35% (n = 380,000);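 active = drop in luminescence signal, shown as inhibition above about 50% in the replicate tests, limit read from the data, passing the limit was not always enough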;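 note: agonist challenge used bursicon conditioned medium at about half maximal strength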
Statin myotox sup – suppressors of statin myotoxicity in C2C12 myotubes, primary screen, cell-based, single point, plate reader. rescue of ATP level, % at 7.49 µM. actives 0.78% (n = 330,000). C2C12 myotubes + simvastatin, ATP luminescence, 48 h; scaled: DMSO 0, geranylgeraniol control 100. AID 602340, 2012;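 active = mean ATP rescue above about 67%, or every replicate alone reaching that limit, limit read from the data, passing the limit was not always enough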;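 note: myotubes were challenged with 10 µM simvastatin during compound exposure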
SIRT5 inh – SIRT5 desuccinylase inhibitors, primary screen, biochemical, fluorescence imaging, single point, set 5; Purified SirT5, succinyl-peptide AMC, trypsin-coupled fluorescence; inhibition, % at 15 µM; actives 1.1% (n = 330,000); in the data active = inhibition above about 15%
Target sequence (Q9NXA8 whole entry, looked up): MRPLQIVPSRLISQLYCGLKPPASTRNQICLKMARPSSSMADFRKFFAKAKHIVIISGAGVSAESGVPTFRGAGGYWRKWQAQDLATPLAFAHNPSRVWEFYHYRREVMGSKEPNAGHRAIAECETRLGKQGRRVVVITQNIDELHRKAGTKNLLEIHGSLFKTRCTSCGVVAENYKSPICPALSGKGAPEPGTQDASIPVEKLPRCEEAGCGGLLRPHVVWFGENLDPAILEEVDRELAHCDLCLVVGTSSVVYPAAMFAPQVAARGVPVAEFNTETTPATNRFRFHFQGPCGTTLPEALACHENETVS
Active calls of the source: *; . = not tested or not shown; & = joins results of further samples. An excerpt; rates above refer to the full screens.

SMILES	S100A4 inh HTS	FN deposit inh	esBAF inh	Casp6 inh	LGR2 antag	Statin myotox sup	SIRT5 inh
CCN(C[C@H]1N[C@@](CC)(C(=O)OC)[C@H]2C(=O)N(Cc3ccccc3)C(=O)[C@@H]12)S(=O)(=O)c1ccc(-c2ccccc2)cc1	-1	-3	-6	-3	3	-25	0
CN(C)S(=O)(=O)c1cccc(NC(=S)NCCCn2ccnc2)c1	-7	-9	.	-27	17	.	1
CC1CCCCC1NC(=S)NC(=O)c1ccccc1Cl (stereo not drawn)	0	-4	11	2	28	-8	-1
COc1cccc2c(=O)cn[nH]c12	.	-5	-11	.	9	-4	.
CC(=O)Nc1ccc(S(=O)(=O)Nc2ccc(S(=O)(=O)N3CCCC3)cc2)cc1	-12	.	-6	1	2	-8	5
O=S(=O)(NCCc1c[nH]c2ccccc12)c1ccccc1	2	-3	-4	3	-1	1	-7
CCn1c(COc2ccccc2C)nnc1SCC(=O)NC1CCCC1	-5	.	-8	2	9	3	-5
CCn1cc(/C=C(\NC(=O)c2ccccc2F)C(=O)NCCCn2ccnc2)c2ccccc21	1	0	3	-6	3	-6	2
CC(C)c1cn(CC[C@H]2CC[C@@H](NS(=O)(=O)c3ccc(Cl)cc3)[C@@H](CO)O2)nn1	-4	.	5	-1	3	6	-6
COc1ccc(S(=O)(=O)N(C)C[C@@H]2Oc3ccc(NC(=O)Nc4ccc5c(c4)OCO5)cc3C(=O)N([C@H](C)CO)C[C@@H]2C)cc1	28	1	-7	-1	23	.	9
Cc1ccc(NC(=O)C(=O)NCC2CCCN2S(=O)(=O)c2cccs2)cc1C (stereo not drawn)	-3	13	10	-3	-11	3	-1
C[C@@H]1CN([C@@H](C)CO)C(=O)c2cc(NC(=O)Nc3ccc(F)cc3)ccc2O[C@H]1CN(C)S(=O)(=O)c1ccccc1	-9	.	-4	5	14	-44	1
O=C(CSc1nnc(-c2cccnc2)n1-c1ccc(SC(F)F)cc1)N1CCCc2ccccc21	-2	0	.	-3	-8	.	0
Cc1cc(C)cc(NC(=O)CN(c2ccc(F)cc2)S(C)(=O)=O)c1	7	12	.	3	2	.	-8
COc1ccc(C2CC(=O)C(C=NCCO)=C(O)C2)cc1OC (stereo not drawn)	.	-3	1	.	.	-5	.
O=C(Nc1ccccc1C(=O)Nc1nncs1)c1ccccc1	-7	5	.	-3	-5	.	-5
CN(c1nc2c(c(=O)n(C)c(=O)n2C)n1CC(=O)c1ccccc1)C1CCCCC1	.	.	-3	.	-13	17	.
Cc1ccc(CSc2[nH]c(=O)ncc2C)cc1	2	1	-1	1	-6	5	2
COc1ccc(CN(C)C(=O)CCC(=O)N2CCN(S(=O)(=O)c3ccc(Cl)cc3)CC2)c(OC)c1	4	-1	8	0	10	-5	-4
CCOc1ccc(N(CC(=O)NCCC2=CCCCC2)S(=O)(=O)c2ccccc2)cc1	-11	11	-9	8	15	7	0
CC#CC(=O)N1CCC(CCc2ccccc2)(C(=O)OCC)CC1	-16	.	-3	-1	-8	-9	1
CC1CCN(C(=O)Nc2cccc(NC(=O)N3CCC(C)CC3)c2)CC1	.	.	8	.	0	2	.
C[C@@H]1CN([C@@H](C)CO)C(=O)c2cccc(N(C)C)c2O[C@H]1CN(C)Cc1ccc2c(c1)OCO2	-5	-3	1	-1	1	13	.
CN1c2ccccc2C(C)(C)C12CC(c1ccc(S(=O)(=O)N3CCCCC3)cc1)=NO2 (stereo not drawn)	2	6	-3	0	6	15	-1
O=C1C2C3C=CC(C4CC34)C2C(=O)N1/N=C/c1ccc(-c2ccccc2[N+](=O)[O-])o1 (stereo not drawn)	.	.	-33	.	-20	-12	.
COc1ccccc1N1CCN(C(=O)CCNC(=O)Cn2ccc3ccccc3c2=O)CC1	2	5	-1	2	-13	23	-19
COCC(=O)Nc1ccc2c(c1)OC[C@H](C)N(C(=O)Cc1cccnc1)C[C@H](C)[C@H](OC)CN(C)C2=O	2	2	-7	-1	-13	3	0
Cc1cc2c(SCC(=O)N3CCN(c4ccccc4)CC3)ncnc2s1	-2	2	.	1	1	.	-2
O=C(C1CCCCC1)N1C[C@@H]2[C@H](c3ccccc31)[C@@H](CO)N2Cc1ccccc1Cl	-2	.	4	2	14	16	9
O=C(COc1ccccc1)NCC(c1cccs1)N1CCOCC1 (stereo not drawn)	4	.	2	2	8	-10	-1
CCOC(=O)c1cc(C(=O)OCC)c(=O)[nH]c1N1CCCC1	0	11	.	0	4	.	2
C[C@@H]1CN([C@@H](C)CO)C(=O)Cc2cc(NS(=O)(=O)c3ccccc3)ccc2O[C@H]1CN(C)C(=O)NC1CCCCC1	22	.	3	0	1	-4	-1
O=C(O)c1nccnc1C(=O)Nc1ccccc1-c1ccccc1	-3	-7	-1	-1	.	-1	-5
CCc1ccc(NC(=O)Cn2nnc(C(=O)NCc3ccc(OC)cc3)c2N)cc1	-2	-3	-3	-3	-16	-26	3
O=C(COC(=O)CC1CC2CCC1C2)Nc1cccc(S(=O)(=O)NC2=NCCCCC2)c1 (stereo not drawn)	-2	3	.	1	-8	.	1
S=C(NCc1ccccc1)NCc1cccc(CNC(=S)NCc2ccccc2)c1	0&-9	4	-2	1	7	.	0
CC(C)Cn1cnc2c1c(=O)n(CC(=O)NC(=O)NC(C)(C)C)c(=O)n2Cc1ccccc1	-3	2	3	0	11	-5	-5
COc1ccc(CNC(=O)c2ccccc2NC(=O)C2=CSCCO2)c(OC)c1	3	3	0	0	15	10	1
CCCN1C[C@@H](C)[C@@H](OC)CN(C)C(=O)c2ccc(NC(=O)c3ccccc3)cc2OC[C@@H]1C	11	-15	4	.	3	-13	-11
COC(=O)C1=C(C(=O)OC)[C@@H]2N(C)c3ccc(OC)cc3[C@@]23C[C@@H](C(=O)OC)N(S(=O)(=O)c2ccc(OC)cc2)C3=N1	4	-3	3	.	-3	7	.
Cc1cc(Cl)c(OCCN2C(=O)NC(C)(C)C2=O)c(Br)c1	.	5	1	.	.	7	.
Cc1ccc(-n2c(SCC(=O)N3CCN(c4ccccn4)CC3)nnc2N2CCCC2)cc1	-6	-4	-7	-5	0	1	-7
CC1(C)Cc2c(c(=S)nc(-c3ccccc3)n2Cc2cccnc2)CO1	-1	-5	.	-1	.	.	8
CCCCNC(=O)c1[nH]c(C)c(C(C)=O)c1C	-9	.	-2	-2	-3	-3	-5
COc1ccc(/C=C2/SC(=S)N(Cc3ccccc3)C2=O)cc1O	-1	7	2	0	-34	16	-3
O=C(Oc1cc2oc(=O)c3c(c2cc1Cl)CCCC3)c1cccs1	-2	-4	1	-5	-3	-4	-15
COCCCN1C(=O)C(=O)/C(=C(/O)c2ccc(OCC(C)C)cc2C)C1c1cccnc1 (stereo not drawn)	-1	.	-3	4	-10	25	8
CCCOc1ccc(C(=O)OCC(=O)NCCc2ccc(OCC)c(OCC)c2)cc1OC	-4	.	-3	-3	-4	26	-5
Cc1ccc(S(N)(=O)=O)cc1NC(=O)C(c1ccccc1)c1ccccc1	-31	0	0	-2	15	10	-5
Cc1cc(C)cc(NC(=O)c2cc(C)n(Cc3cccs3)c2C)c1	12	4	38	-2	-40	-9	-7
Remaining list, next part
SMILES	S100A4 inh HTS	FN deposit inh	esBAF inh	Casp6 inh	LGR2 antag	Statin myotox sup	SIRT5 inh
CC(=O)N1[C@H](CO)[C@H](c2ccccc2)[C@@H]1CNC(=O)CN1CCOCC1	17	4	1	7	-15	-1	-6
Cc1cc(NC(=O)C(C)SCC(=O)Nc2nnc(CC(C)C)s2)no1 (stereo not drawn)	1	9	5	-2	-17	7	6
Cc1ccnc(NC(c2ccccc2O)c2oc(CO)cc(=O)c2O)c1 (stereo not drawn)	-3	-3	15	29	-10	-1	-2
COc1cc(NC(=O)CSc2ncnc3sc4c(c23)CCCC4)c(C(=O)O)cc1OC	25	-3	-3	5	-3	-27	1
Clc1ccc(-c2csc(NNC3=NCCCCC3)n2)cc1	.	-4	25	.	.	-6	.
Cn1c(N)c(C(=O)N/N=C/c2ccccc2)sc1=S	-2	15	.	-1	-10	.	1
COc1ccc(OC)c2c1cc(C(=O)N[C@H](C(=O)N1CCC(C(=O)O)CC1)C(C)C)n2C	-8	-3	1	10	-23	23	0
COc1ccc(-n2c3c(c(=O)[nH]c2=O)C(C(F)(F)F)(C(F)(F)F)N=C(CC(C)C)N3)cc1	.	9	9	.	.	-5	.
O=C(c1ccc(C(F)(F)F)cc1)C1CCCN(C(=O)Cn2cncn2)C1 (stereo not drawn)	-3	-5	.	-5	4	.	-7
CC1(C(=O)NS(=O)(=O)c2ccc(F)cc2F)CCN1C(=O)CCc1ccccc1 (stereo not drawn)	-2	-1	-9	2	-12	-1	-3
Nc1nnc(CC(=O)Nc2ccccc2)s1	-4	-2	.	1	9	.	.
COc1ccc(S(=O)(=O)Nc2ccc3c(c2)C(=O)N([C@H](C)CO)C[C@H](C)[C@H](CN(C)Cc2ccc(C(=O)O)cc2)OCCCC[C@@H](C)O3)cc1	-2	.	-1	2	-9	.	3
C[C@H](CO)N1C[C@H](C)[C@H](CN(C)Cc2ccc3c(c2)OCO3)OCCCC[C@H](C)Oc2ccc(N(C)C)cc2C1=O	8&-5	.	-1&-1	-1&-2	4	-13	-2&-3
CCOC(=O)c1cccc(NC2c3ccccc3C(=O)N2Cc2ccco2)c1 (stereo not drawn)	3	3	-1	0	0	5	1
CCn1c(SCC(=O)NCC2CCCO2)nc2c(c1=O)SC(C)C2 (stereo not drawn)	-2	-5	-1	2	-15	4	4
O=C(O)c1ccccc1SCc1cn2cc(Cl)ccc2n1	-4	-9	.	0	10	.	1
COc1ccc(S(=O)(=O)NCc2ccccn2)cc1NC(=O)c1ccc(C)cc1	9	3	.	-2	-6	.	4
CC(OC(=O)CCCN=C1NS(=O)(=O)c2ccccc21)C(=O)c1ccccc1 (stereo not drawn)	3	8	-4	2	-13	-4	0
C[C@H]1CN([C@@H](C)CO)C(=O)c2cccc(NC(=O)C3CCCCC3)c2O[C@H]1CN(C)S(C)(=O)=O	-1	-12	2	2	-9	-9	1
O=C(NNc1ccc(Cl)cc1)c1cccs1	-4	4	.	4	-6	.	0
CC1CCCC(C)N1S(=O)(=O)c1ccc(S(=O)(=O)N2CCOCC2)cc1 (stereo not drawn)	-6	5	-6	0	10	-4	-4
Cn1c(/C=C/N(Cc2ccccc2)c2ccccc2)c([N+](=O)[O-])c(=O)n(C)c1=O	-6	14	-5	6	0	4	3
